Assay outcomes (PubChem BioAssay)
CHOP UPR activ = activators of apoptotic arm of unfolded protein response (CHOP) | CHO-CHOP luciferase reporter, UPR activation, luminescence; percent of tunicamycin response over DMSO baseline | activation, % at 10 µM | actives 0.34% (n = 330,000);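 active means at 10 µM dose, activation of 40% or more, normalized to positive control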;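 further: 100% = tunicamycin at 10 µg/mL and 0% = DMSO alone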
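Dosing – one dose, 10 µM in 0.5% DMSO · System – CHO-CHOP cells, stable luciferase reporter of PERK-eIF2a-CHOP signalling · Input – 500 cells/well · Control set – tunicamycin 10 µg/mL final as positive, DMSO-only wells as negative · Timing – 6 h compound treatment, 37 °C · Measure – % activation vs tunicamycin · Technique – luminescence read with Steady-Glo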
tim10-1 inh = growth inhibitors of tim10-1 mutant yeast. inhibition, % at 20 µM. S. cerevisiae tim10-1 ts strain growth, BacTiter-Glo, 24 h. actives 2.2% (n = 330,000);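 active means inhibition of at least 40%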;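 further: mutant grown at 25 °C; 0% = DMSO wells with yeast and 100% = wells holding no yeast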
Mdm2-MdmX inh = inhibitors of human Mdm2/MdmX interaction; O15151+Q00987; SaOS-2 split-luciferase Mdm2/MdmX complementation, luminescence; inhibition, % at 8 µM; actives 3% (n = 330,000); AID 485346;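 active means inhibition of at least 50% at 8 µM in the primary screen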
APJ agonist = activates the human apelin receptor APJ; actives 0.11% (n = 330,000); P35414; activation, % at 20 µM; AID 2520; CHO-K1 APJ PathHunter beta-arrestin, luminescence; 0% DMSO wells, 100% apelin;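 active means activation more than six SD over the plate average, tested at 20 µM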;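 further: 0% = DMSO alone and 100% = apelin-13 at 10 nM; some results filed as inactive read as strong as hits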
Target sequence (P35414 whole entry, looked up): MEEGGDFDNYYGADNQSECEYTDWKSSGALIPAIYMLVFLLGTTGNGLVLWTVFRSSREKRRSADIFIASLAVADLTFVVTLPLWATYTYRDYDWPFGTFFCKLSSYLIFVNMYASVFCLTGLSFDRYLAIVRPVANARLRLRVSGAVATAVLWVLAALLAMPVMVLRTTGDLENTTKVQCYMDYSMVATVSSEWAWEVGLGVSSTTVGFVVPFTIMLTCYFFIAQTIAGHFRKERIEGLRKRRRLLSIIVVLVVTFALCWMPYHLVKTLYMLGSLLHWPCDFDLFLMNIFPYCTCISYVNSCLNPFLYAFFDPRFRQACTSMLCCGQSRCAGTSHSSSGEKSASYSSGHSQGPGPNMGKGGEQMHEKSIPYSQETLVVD
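Test system: CHO-K1 APJ beta-arrestin complementation cell line. Amount: cell density 1000 per well. Controls: DMSO negative, 10 nM Apelin-13 positive. Signal: luminescent beta-gal fragment complementation, chemiluminescent substrate. Read-out basis: agonist-driven arrestin binding to APJ. Timing: compound stimulation 90 min at 25 °C, detection 60 min.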
TIM10 inh = inhibits growth of TIM10 yeast strain | S. cerevisiae TIM10 strain growth, BacTiter-Glo luminescence, 24 h | inhibition, % at 10 µM | actives 1.4% (n = 330,000);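 active means inhibition of 40% or more at the single tested concentration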;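 further: wild-type TIM10 isogenic control strain grown at permissive 25 °C; 0% = DMSO yeast wells and 100% = minimal medium wells without yeast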
APJ antagonist = blocks the human apelin receptor APJ; CHO-K1 APJ beta-arrestin complementation, luminescence; actives 0.32% (n = 330,000); AID 2521; inhibition, % at 20 µM;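 active means inhibition above about 40% at 20 µM, limit read from the data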;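 further: cells challenged with 10 nM apelin-13 agonist together with compound; plate controls were apelin-13 plus DMSO wells for no effect and DMSO wells lacking apelin-13 for full effect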
tim23-1 inh = tim23-1 yeast growth inhibition | S. cerevisiae tim23-1 growth, BacTiter-Glo luminescence, 24 h | inhibition, % at 20 µM | actives 1.3% (n = 330,000) | AID 463212;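 active means growth inhibition of the mutant yeast at or above 50%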;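 further: temperature-sensitive mutant grown at 25 °C; plate controls were DMSO-treated mutant yeast for no effect and medium wells lacking yeast for full effect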
CXCR6 inh = inhibitors of human CXCR6 receptor; actives 0.36% (n = 360,000); inhibition, % at 20 µM; CHO-K1 PathHunter CXCR6 beta-arrestin, luminescence; O00574; AID 602244; in the data active means inhibition above about 34%, passing the limit was not always enough;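 further: antagonist mode with CXCL16 agonist at 10 nM final; 0% = 10 nM CXCL16 with DMSO and 100% = unstimulated wells without agonist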
Target sequence (O00574 whole entry, looked up): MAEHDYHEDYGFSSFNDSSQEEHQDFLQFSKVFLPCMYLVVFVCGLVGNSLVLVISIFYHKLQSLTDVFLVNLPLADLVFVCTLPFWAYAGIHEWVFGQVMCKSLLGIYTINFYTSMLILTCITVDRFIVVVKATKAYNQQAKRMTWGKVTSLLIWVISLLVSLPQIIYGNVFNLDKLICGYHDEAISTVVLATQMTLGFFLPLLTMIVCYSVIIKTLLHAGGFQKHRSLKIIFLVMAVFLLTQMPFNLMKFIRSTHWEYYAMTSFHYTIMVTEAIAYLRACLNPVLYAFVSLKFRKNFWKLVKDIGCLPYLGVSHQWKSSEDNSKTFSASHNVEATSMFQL
XBP1 UPR activ = adaptive UPR (XBP1) activation; CHO-XBP1 luciferase reporter, IRE1-XBP1 UPR activation, luminescence; percent of tunicamycin response, DMSO as zero; activation, % at 20 µM; actives 0.33% (n = 330,000); AID 463104;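 active means versus positive control, 20 µM dose yields 30% or more activation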;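 further: 100% = tunicamycin at 10 µg/mL and 0% = DMSO only wells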
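incubation = overnight seeding at 37 °C, 6 h compound treatment at 37 °C | assay system = CHO-XBP1 cells stably carrying IRE1-XBP1-driven luciferase reporter | input = 1000 cells per well | detection = luciferase luminescence | dosing = single point, 20 µM final compound, 1% DMSO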
* = called active by the depositor; nt = no result given. These rows are one share of the data; count on the stated rates, not on these rows.

SMILES	CHOP UPR activ	tim10-1 inh	Mdm2-MdmX inh	APJ agonist	TIM10 inh	APJ antagonist	tim23-1 inh	CXCR6 inh	XBP1 UPR activ
Cc1cc(NC(=O)C(C)SCC(=O)OCc2c(Cl)cccc2Cl)no1 (stereo not drawn)	-0.9	5	2	10	-1	6	29	-8	-4
O=C(CCN1CCN(C(c2ccccc2)c2ccccc2)CC1)N/N=C/c1ccc(O)cc1O	-1.5	-2	60*	-1	-48	0	-3	6	-1
COc1cccc(C(=O)Nc2cccc(OCC(=O)O)c2)c1	0.0	11	-22	-4	-3	-4	0	-8	-1
O=c1cc(-c2cccnc2)oc2c1ccc1ccccc12	-2.3	-24	19	1	-12	5	24	8	4
Cc1c(N(C(=O)Nc2ccccc2)C2=NCC(C)S2)c(=O)n(-c2ccccc2)n1C (stereo not drawn)	-0.3	-4	0	-4	10	1	0	0	-5
CN(Cc1ccccc1C#N)S(=O)(=O)c1cccs1	0.1	-5	-2	-2	-8	5	4	-2	3
Cc1cccc(NC(=O)c2ccccc2OCC(=O)N2CCOCC2)c1C	-1.6	15	-12	2	15	-10	18	-7	-3
CCn1cc(S(=O)(=O)Nc2ccc(C)c(Cl)c2)cn1	10	-5	35	-4	-6	4	0	-2	-3
Cc1ccc(S(=O)(=O)N2CCC(=O)N(C(COCc3cccc(Cl)c3)C(C)C)CC2)cc1 (stereo not drawn)	1.4	27	10	-2	19	9	21	4	4
CCN(CCCNC(=O)CNC(=O)Cn1cnc2ccccc2c1=O)c1ccccc1	-1.8	15	-3	3	-3	4	27	3	0
Cc1cc(-c2nc3ccccc3o2)c2ccccc2n1	0.7	41*	7	-3	21	7	42	9	6
O=C(CC12CC3CC(CC(C3)C1)C2)N1CCOCC1	-0.4	7	11	-5	-12	-18	-1	2	1
CCCC1=C(C(=O)OCC)C(c2cccs2)C(C#N)=C(N)O1 (stereo not drawn)	0.0	30	6	-2	-2	14	28	5	-1
CC(C)(CO)CNC(=O)CCc1nnc(Cc2ccc(-c3ccccc3)cc2)o1	0.6	11	1	-1	-9	2	16	2	-2
O=C(NN(C(=O)c1ccccc1)c1ccccc1)c1ccccc1	0.1	25	13	-3	14	3	24	-2	-3
N#CC1=C2SCN(Cc3ccco3)CN2C(=O)CC1c1ccc(Cl)cc1 (stereo not drawn)	-3.8	-1	-1	4	5	-15	15	9	7
O=c1[nH]c2cc(S(=O)(=O)CCO)ccc2o1	-2.1	-3	2	-2	9	-19	13	7	-2
CCCc1[nH]n(-c2ccc([N+](=O)[O-])cc2)c(=O)c1C=NCCc1ccc(OC)c(OC)c1	0.2	9	18	-2	1	-1	12	4	8
C[C@H](CO)N1C[C@H](C)[C@@H](CN(C)S(C)(=O)=O)Oc2c(NC(=O)Cc3ccccc3)cccc2C1=O	0.4	3	4	-1	-3	21	17	-4	1
NC(=O)c1ccccc1Nc1nc(NCCO)nc(N2CCCC2)n1	-1.6	2	7	4	-3	-10	17	-4	1
COC(=O)c1cccc(NC(=O)/C=C/c2cccc([N+](=O)[O-])c2)c1	2.2	11	12	4	-7	-3	5	-2	-1
COc1cccc(CC2(CO)CCN(S(=O)(=O)N(C)C)CC2)c1	1.6	0	-11	-3	6	16	13	0	3
CCCc1ccc(-c2c(C)sc(N)c2C#N)cc1	6.4	68*	-5	-1	35	-4	32	3	7
CCC1(C)C(Nc2c(C)cccc2C)=NC(=S)N1c1ccc(NC(C)=O)cc1 (stereo not drawn)	4.5	9	-9	0	-5	5	19	-4	0
COCc1c(C(=O)OCC(=O)N2CCCC2=O)oc2ccccc12	0.6	-7	7	-2	-6	15	4	4	-1
O=C(CCC(=O)N1CCN(C(=O)c2ccco2)CC1)c1ccc(F)cc1	1.1	-17	9	-2	-18	1	-13	-6	-1
CSCCC(NC(=O)C12CC3CC(CC(C3)C1)C2)C(=O)OCC(=O)c1ccccc1 (stereo not drawn)	-1.7	5	-27	-2	-2	5	11	4	-1
COc1cc(CCC(=O)OCC(=O)Nc2ccccc2OC(F)F)cc(OC)c1OC	-0.5	16	21	0	12	-2	-1	1	-3
CCCCC[C@@H](O)c1cc2ccccc2c(=O)o1	3.6	4	-22	-2	7	-3	36	-4	5
CCN(C(=O)COC(=O)c1cc(-c2ccccc2)nc2ccc(Br)cc12)C1CCS(=O)(=O)C1 (stereo not drawn)	-2.9	16	2	-5	6	4	14	3	-3
CN1C[C@@H]2C(c3ccc(Cl)nc3)C3(c4cccnc4)CC2(C3)[C@H]1c1ccccc1 (stereo partly drawn)	-0.6	16	-16	7	11	5	21	11	1
Clc1ccccc1Cn1nnc2c(N3CCCC3)ncnc21	-1.8	21	10	-4	4	-4	29	6	3
Cc1ccc(NC(=O)CS(=O)CC(=O)Nc2ccc3c(c2)OCO3)cc1Cl (stereo not drawn)	-1.1	-12	0	5	-4	-21	-2	-13	3
C=CCn1c(C)cc(-c2csc(N)n2)c1C	0.9	4	27	-2	-12	-21	21	4	2
COc1cccc(NC(=O)CCCCCN2C(=O)[C@@H]3Cc4ccccc4CN3C2=O)c1	0.3	19	22	1	-1	33	11	-4	-3
COc1ccc(Cl)cc1NC(=S)Nc1cccc(C)c1	-0.7	31	3	-2	12	10	23	7	-2
COc1ccc(S(=O)(=O)NC(CCSC)C(=O)NC2CCCCC2)cc1 (stereo not drawn)	-0.4	13	8	0	-7	7	6	-2	1
O=C(CC1C(=O)NCCN1Cc1cccc(Oc2ccccc2)c1)NCCCn1cccn1 (stereo not drawn)	0.3	19	-8	-2	-5	-22	13	-2	1
Oc1ccc(-c2cccc(-c3ccc(O)cc3)n2)cc1	2.2	33	-28	5	44*	1	39	-16	7
O=C(CCc1nnc(Cc2ccc3c(c2)OCO3)o1)N(CC1CCC1)CC1CCCO1 (stereo not drawn)	1.4	17	-16	-3	8	5	6	-2	-3
COc1cccc(C2C3CN(C)CC=C3C(C#N)=C(N)C2(C#N)C#N)c1OC (stereo not drawn)	-0.3	13	5	3	-1	-4	15	5	-2
CC1CCN(C(=O)CCN2C(=O)/C(=C/c3cccs3)SC2=S)CC1	18	24	83*	1	34	-3	42	-6	-5
CCC(C)NC(=O)c1n[nH]c(=O)c2ccccc12 (stereo not drawn)	0.3	12	25	-6	-1	15	7	-14	0
C=C(C)n1c(=O)[nH]c2ccccc21	1.8	14	-5	-3	-2	-16	-1	0	-2
CN(C)CCCNc1ncnc2sc(-c3ccccc3)cc12	3.2	-2	36	-6	3	7	2	-6	-1
CCCc1ccc(OCCNC(=O)c2ccccc2Br)cc1	2.7	-5	7	-4	-13	-9	19	-1	1
O=C(Cn1cc(C(=O)C2CC2)c2ccccc21)Nc1ccccc1Cl	0.9	-11	7	0	2	3	-3	-5	-5
COC(=O)c1ccccc1NC(=O)Cn1cnc2c1c(=O)n(C)c(=O)n2C	1.0	5	16	-3	-11	-8	-3	-7	-1
O=C(c1cnc2nc3ccccc3n2c1)c1cc(F)ccc1O	2.7	-3	7	-3	1	-7	12	7	5
CCCCCC(C)n1[nH]c(=O)cc1N (stereo not drawn)	-0.2	-8	-5	-2	12	11	10	10	-1
CCOc1ncccc1C(=O)NNC(=O)CSc1ccc(Cl)cc1	3.0	-3	26	-4	1	3	-8	9	0
CCC(C)(C)n1nnnc1C(C(C)C)N(Cc1cccnc1)Cc1ccco1 (stereo not drawn)	1.5	14	14	-4	27	4	45	-4	-1
NC(=O)CSc1ccc(Br)cc1	-0.4	9	12	1	-1	4	-3	2	-1
CCOc1cc2c(cc1OCC)C(c1ccc(OC)c(OC)c1)N(c1ccc(C(=O)O)cc1)C(=O)C2 (stereo not drawn)	-0.3	9	9	-1	22	9	18	2	0
CC1=CC(C)C(C(=O)O)C(C(=O)Nc2cccnc2)C1 (stereo not drawn)	-0.5	-3	6	-3	1	-2	11	2	-3
O=S(O)OC1CS(=O)(=O)CC1c1ccccc1 (stereo not drawn)	-1.1	9	8	-2	4	2	8	-1	0
O=[N+]([O-])c1ccccc1Oc1ccc(Cl)c2cccnc12	0.5	18	26	-3	-12	-11	31	3	0
CC1(C)Cc2nc(Cl)c(C#N)cc2CO1	-1.5	-3	3	-2	1	14	8	-4	-3
C=CCn1c(C(CC)CC)nc2ccccc21	0.1	12	3	-3	4	-6	12	-16	-1
COC(Cc1n[nH]c(=S)n1-c1ccccc1)OC	-0.8	0	-19	-1	-12	2	-7	-16	-2

The final 5 entries of the section before lead into the next:
SMILES	CHOP UPR activ	tim10-1 inh	Mdm2-MdmX inh	APJ agonist	TIM10 inh	APJ antagonist	tim23-1 inh	CXCR6 inh	XBP1 UPR activ
O=S(O)OC1CS(=O)(=O)CC1c1ccccc1 (stereo not drawn)	-1.1	9	8	-2	4	2	8	-1	0
O=[N+]([O-])c1ccccc1Oc1ccc(Cl)c2cccnc12	0.5	18	26	-3	-12	-11	31	3	0
CC1(C)Cc2nc(Cl)c(C#N)cc2CO1	-1.5	-3	3	-2	1	14	8	-4	-3
C=CCn1c(C(CC)CC)nc2ccccc21	0.1	12	3	-3	4	-6	12	-16	-1
COC(Cc1n[nH]c(=S)n1-c1ccccc1)OC	-0.8	0	-19	-1	-12	2	-7	-16	-2
Cc1cccc(OCC(=O)N(Cc2ccco2)C2CCS(=O)(=O)C2)c1 (stereo not drawn)	-1.6	8	15	-2	1	-8	-4	-5	0
COc1ccc(/C(O)=C2/C(=O)C(=O)N(CCN(C)C)C2c2cccnc2)cc1OC (stereo not drawn)	-2.7	4	-30	2	6	-15	31	2	-1
CCn1cc(CN2N=C(C)CC2c2ccccc2)c(C)n1 (stereo not drawn)	-1.4	17	-8	-4	17	17	11	-6	-1
CC1(C)CC(=O)C2=C(C1)N1CCCCC1CC2=O (stereo not drawn)	0.6	9	-3	-4	-1	6	9	-6	2
CC(=O)Nc1ccc(SCC(=O)Nc2oc(C)c3c(C)n[nH]c(=O)c23)cc1	0.1	-13	23	6	-10	16	4	-11	0
O=C(COc1cccc2ccccc12)Nc1cc(S(=O)(=O)N2CCOCC2)ccc1N1CCOCC1	-0.1	16	41	-2	28	1	30	nt	-2
C(=C\c1ccco1)/c1ccc2ccccc2n1	1.3	15	-113	2	15	14	17	3	-2
CCOC(=O)C1=C(C)NC(SCC(=O)O)=C(C#N)C1c1ccco1 (stereo not drawn)	-0.1	-4	12	0	-1	7	3	-2	-3
CCc1ccc(NC(=O)CSc2nnnn2C)cc1	8.8	-1	-25	-3	-2	11	-9	-1	-6
COc1ccccc1NC(=O)CC(NC1CCCCC1)C(=O)O (stereo not drawn)	-0.4	9	-5	-3	-2	-3	3	6	-2
Cc1cc(C)n(-c2ncc3c(n2)N(C)CCOC3=O)n1	1.6	3	11	-5	-8	9	-22	-1	0
